MLLE-PAM2 inh: blocks PAM2 peptide binding to the PABP1 MLLE domain; inhibition, % at 20 µM; AID 588489; P11940; GST-MLLE / FITC-PAM2 fluorescence polarization; 0.36% of 360,000 active; in the data active means inhibition above about 35%, passing the limit was not always enough;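 further: plate controls were DMSO wells with GST-MLLE for no effect and wells lacking GST-MLLE protein for full effect; some results filed as inactive read as strong as hits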
Target sequence (P11940 whole entry, looked up, the tested form may be a part): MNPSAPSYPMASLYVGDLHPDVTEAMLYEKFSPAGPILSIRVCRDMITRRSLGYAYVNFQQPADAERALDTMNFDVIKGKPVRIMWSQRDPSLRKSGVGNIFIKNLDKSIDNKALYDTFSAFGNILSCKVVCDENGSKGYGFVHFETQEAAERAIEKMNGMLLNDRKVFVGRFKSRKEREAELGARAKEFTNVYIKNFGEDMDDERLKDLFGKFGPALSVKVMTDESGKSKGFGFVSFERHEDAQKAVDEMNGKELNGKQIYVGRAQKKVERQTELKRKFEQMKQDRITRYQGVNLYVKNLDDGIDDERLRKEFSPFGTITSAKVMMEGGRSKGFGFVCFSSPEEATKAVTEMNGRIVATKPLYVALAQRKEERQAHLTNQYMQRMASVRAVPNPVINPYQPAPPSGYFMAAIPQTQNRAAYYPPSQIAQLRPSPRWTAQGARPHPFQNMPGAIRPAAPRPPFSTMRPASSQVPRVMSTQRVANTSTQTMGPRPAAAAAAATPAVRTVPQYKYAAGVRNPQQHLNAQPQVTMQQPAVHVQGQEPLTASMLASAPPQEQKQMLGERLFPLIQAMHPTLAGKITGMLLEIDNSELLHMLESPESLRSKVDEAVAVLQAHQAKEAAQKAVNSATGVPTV
NadD block: blocks S. aureus nicotinate mononucleotide adenylyltransferase | purified NadD enzyme, colorimetric absorbance read-out | inhibition, % at 20 µM | 0.78% of 360,000 active | AID 602399; in the data active means inhibition above about 26%; further: some compounds past the cut are filed as inactive
DNMT1 block: blocks human DNA methyltransferase DNMT1. P26358. DNMT1 molecular beacon, Hinp1I cleavage, fluorescence. inhibition (reported as % activation of signal), % at 10 µM. 0.83% of 360,000 active. AID 588458; in the data active means inhibition above about 50%
SUMO1-SIM PPI: modulators of human SUMO1-mediated protein-protein interactions; P63165; SUMO1 binding to a labelled peptide, TR-FRET, 1 h; inhibition, % at 20 µM; 0.33% of 360,000 active; AID 602429; in the data active means inhibition above about 37%
Target sequence (P63165 whole entry, looked up): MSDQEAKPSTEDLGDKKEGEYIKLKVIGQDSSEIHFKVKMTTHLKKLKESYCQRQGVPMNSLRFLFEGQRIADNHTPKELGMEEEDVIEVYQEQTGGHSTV
CSN inh: inhibitors of human CSN-mediated cullin deneddylation. inhibition, % at 12.5 µM. Purified CSN, SCF-Nedd8-OG deneddylation, fluorescence polarization. Q92905. AID 651999. 0.38% of 360,000 active;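 active means pattern-corrected inhibition above about 35%, with an unprinted fluorescence ratio check between 0.5 and 1.5, limit read from the data, passing the limit was not always enough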;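 further: 0% = enzyme with substrate and 100% = substrate without enzyme; some results filed as inactive read as strong as hits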
Target sequence (Q92905 whole entry, looked up, one chain of several): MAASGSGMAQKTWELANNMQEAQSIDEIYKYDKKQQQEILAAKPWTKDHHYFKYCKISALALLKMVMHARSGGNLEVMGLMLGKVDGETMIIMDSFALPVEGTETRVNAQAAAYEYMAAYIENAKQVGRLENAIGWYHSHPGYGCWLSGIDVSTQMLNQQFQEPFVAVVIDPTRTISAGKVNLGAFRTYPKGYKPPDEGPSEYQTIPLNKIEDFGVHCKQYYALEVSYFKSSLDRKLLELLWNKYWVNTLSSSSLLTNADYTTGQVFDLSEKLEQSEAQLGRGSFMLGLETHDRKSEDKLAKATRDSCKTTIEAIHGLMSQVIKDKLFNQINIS
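assay system = purified human Csn5 enzyme expressed in HEK293T cells | amount = 0.24 nM enzyme | buffer or medium = Tris/NaCl/DTT buffer, pH 7.5 | reagent = 10 nM SCFSkp2-Nedd8OG | compound = one concentration, 12.5 µM, 0.25% DMSO | times = 90 min reaction at room temperature | signal = FP | read-out basis = % inhibition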
LMPTP block: LMPTP (human) inhibition | P24666 | recombinant LMPTP-A, OMFP fluorogenic substrate, fluorescence intensity | inhibition, % at 20 µM | 0.22% of 360,000 active | AID 651560;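 active means compounds that cut the enzyme signal by at least half of the control window in the single-dose screen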;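 further: plate controls were DMSO wells with enzyme plus substrate for no effect and substrate without enzyme for full effect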
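Test system: LMPTP-A phosphatase enzyme. Amount: LMPTP-A at 0.625 nM final in the reaction. Reagent: OMFP substrate, 400 µM final. Times: 50 min at room temperature. Signal: endpoint fluorescence intensity from OMFP dephosphorylation. Read-out basis: % inhibition. Benchmarks: no-enzyme and uninhibited controls.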
Rpn11 block: Rpn11 (human) deubiquitinase inhibition. human 26S proteasome, Ub4-pepOG fluorescence polarization; 20S core pre-blocked with epoxomicin. 0.59% of 360,000 active. AID 588493. calls only at 20 µM. O00487;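 active means inhibition at 20 µM, scaled to each plate's controls, above about 33%, limit read from the data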
STEP block: inhibitors of human striatal-enriched phosphatase STEP; P54829; recombinant STEP, OMFP fluorogenic substrate, fluorescence; inhibition, % at 20 µM; 0.25% of 360,000 active; AID 588621;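 active means inhibition at 20 µM, scaled per plate between control wells, above about 37%, limit read from the data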;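 further: 0% = DMSO with enzyme and substrate and 100% = substrate only without enzyme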
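System: isolated STEP enzyme; schedule: 20 min enzyme reaction at room temperature, protected from light; medium: Bis-Tris buffer pH 6.0, 2.5 mM DTT, 0.005% Tween 20; signal: fluorescence, 480/540 nm; dosing: single compound dose of 20 µM, 1% DMSO final; also added: OMFP substrate, 25 µM final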
Scp1 inh: Scp-1 (human) phosphatase inhibition; Q9GZU7; Recombinant Scp1, phosphopeptide, malachite green phosphate absorbance; inhibition, % at 20 µM; 0.88% of 340,000 active;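 active means inhibition above about 50% at 20 µM, limit read from the data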;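 further: plate controls were DMSO wells with enzyme for no effect and wells lacking enzyme for full effect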
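System: SCP-1 catalytic domain; Reagent: Phospho 17-mer peptide substrate; Doses: one concentration, 20 µM, with 1.0% DMSO; Incubation: 45 min room-temperature reaction, 5 min colour, 30 min stabiliser; Signal: Phosphate-binding colour reagent, absorbance read at 630 nm.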
TbMetRS inhib: Trypanosoma brucei MetRS inhibition; purified T. brucei MetRS, ATP depletion, Kinase-Glo luminescence; inhibition, % at 11.9 µM; 0.4% of 360,000 active; AID 624268;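 active means inhibition above a per-plate cutoff of the control wells' mean inhibition plus 3 SD, cut at about 5.5% in these data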;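 further: 0% = DMSO wells median and 100% = median of wells with control inhibitor compound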
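Measured by: Kinase-Glo luciferase luminescence reporting remaining unconsumed ATP. Material: purified T. brucei MetRS enzyme. Doses: 11.9 µM compound single dose, 0.9% DMSO. Medium: HEPES buffer containing pyrophosphatase, BSA, spermine, DTT. Times: 15 min preincubation, 2 h reaction, all 25 °C. Reagent: methionine, ATP and bulk E. coli tRNA.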
* hit, by the source's call; i = inactive; nt = no result given.

SMILES | MLLE-PAM2 inh | NadD block | DNMT1 block | SUMO1-SIM PPI | CSN inh | LMPTP block | Rpn11 block | STEP block | Scp1 inh | TbMetRS inhib
O=C(NCc1ccco1)c1ccc(Br)s1 | -2 | -4 | 3 | -6 | -2 | -2.8 | i | -2 | -3 | -0.1
Cc1cccc(NC(=S)NCCN2CCOCC2)c1C | 14 | 3 | -1 | -4 | -3 | -1.8 | i | -2 | 0 | -0.1
COc1ccccc1CNC(=O)c1ccc(OCc2c(C)noc2C)c(OC)c1 | -7 | -2 | 3 | 1 | -1 | 1.3 | i | 0 | -9 | 0.2
O=C(NCc1cccc(Cl)c1)c1ccc2c(c1)OCO2 | 0 | -7 | 0 | 0 | 1 | -1.3 | i | -1 | -6 | 1.6
COc1ccc(NC(=S)NNC(=O)c2ccco2)c(OC)c1 | -5 | -1 | 1 | -2 | 1 | -0.9 | i | 0 | 4 | -0.4
Cc1ccc(OCC(=O)N(Cc2ccccc2)c2c(N)n(Cc3ccccc3)c(=O)[nH]c2=O)c(C)c1 | -4 | 2 | -6 | 3 | 6 | -1.0 | i | -2 | -5 | -0.1
CCC(C(=O)NC1CCCC1)n1c(-c2ccnc3ccccc23)nc2ccccc21 (stereo not drawn) | nt | nt | nt | -1 | 2 | 0.2 | nt | nt | nt | -0.2
COC(=O)c1c(C)cc(OC(C)=O)c(C)c1OC(C)=O | -9 | 0 | 2 | -1 | 1 | -2.3 | i | 1 | -4 | -0.8
CCc1nc(N2CCCC(C)C2)c2oc3ccccc3c2n1 (stereo not drawn) | -5 | 1 | 3 | 0 | -3 | 4.9 | i | 2 | -2 | -0.6
O=C(Nc1n[nH]c(=S)s1)c1ccco1 | 27 | 1 | 6 | 8 | 6 | -0.5 | i | -2 | 9 | -0.4
CC(C)C(=O)NC(=S)Nc1ccc(S(=O)(=O)N(C)Cc2ccccc2)cc1 | 20 | -9 | -10 | -1 | 1 | 2.5 | i | 1 | -5 | -0.5
CCN1CCN(S(=O)(=O)c2ccc(Cl)c(C(=O)N(C)Cc3cccs3)c2)CC1 | -3 | 1 | -25 | -62 | -4 | -10 | i | 0 | -11 | -0.3
CCOc1cc(C(=S)N2CCOCC2)ccc1OC | 56* | 3 | 0 | -1 | -5 | -0.7 | i | 2 | -8 | -0.5
CC(=O)c1c(C)[nH]c(C(=O)COC(=O)c2c(C)noc2C)c1C | -13 | 8 | 6 | 1 | 1 | -1.5 | i | -2 | 0 | -0.6
COc1cccc(Oc2nc3ncn(Cc4ccccc4)c3c(=O)n2C)c1 | 7 | 1 | 0 | 4 | 0 | -1.8 | i | -1 | -10 | -0.6
O=C(N1CCCC1)n1c(Cc2ccccc2)nc2ccccc21 | -1 | -5 | 15 | 2 | -3 | -0.9 | i | -1 | 3 | -0.8
N#Cc1nnn(-c2cc(Cl)cc(Cl)c2)c1N | -2 | -9 | 1 | 2 | 4 | 0.9 | i | 2 | -10 | -0.4
Cc1[nH]n(-c2ccc(Cl)cc2)c(=O)c1/C=N/n1c(C)nc2ccccc2c1=O | 4 | 3 | -2 | 5 | 3 | -0.4 | i | 0 | 0 | -2.5
Cc1cccc(C)c1NC(=O)c1c(O)c2ccccc2[nH]c1=O | -15 | -2 | -3 | 1 | 4 | 2.0 | i | 2 | -18 | 0.1
O=C(CCn1c(=O)c2ccccc2n(Cc2cccc([N+](=O)[O-])c2)c1=O)N1CCc2ccccc2C1 | -4 | 5 | -2 | -12 | 3 | 3.2 | i | 3 | -7 | -1.8
CS(=O)(=O)N1N=C(c2ccccc2)CC1c1cccs1 (stereo not drawn) | 15 | -1 | -1 | -1 | -3 | -0.9 | i | 2 | -5 | 0.4
O=C(COC(=O)c1ccccc1Br)NC1CCCCCCC1 | 7 | 0 | 3 | 2 | -3 | 0.5 | i | 3 | -8 | 0.0
O=C(COc1ccccc1)Nc1cc(NC(=O)COc2ccccc2)cc(C(=O)O)c1 | 10 | -5 | -2 | 5 | -3 | -0.1 | i | -1 | -14 | 0.4
CCNC(=O)NS(=O)(=O)c1cnccc1Nc1cccc(Cl)c1 | 0 | 1 | 8 | 2 | -9 | -1.5 | i | -1 | -2 | -0.3
CC1(C(=O)NS(=O)(=O)c2ccc(C#N)cc2)CCN1C(=O)C1(c2ccc(Cl)cc2)CCC1 (stereo not drawn) | -3 | -3 | -5 | 5 | 0 | -1.9 | i | 0 | nt | -0.1

(further entries)
SMILES | MLLE-PAM2 inh | NadD block | DNMT1 block | SUMO1-SIM PPI | CSN inh | LMPTP block | Rpn11 block | STEP block | Scp1 inh | TbMetRS inhib
CC12CCC(C(=O)Nc3nc4ccc(Br)cc4s3)(OC1=O)C2(C)C (stereo not drawn) | 12 | -6 | 0 | 2 | 0 | 1.1 | i | -1 | -9 | -0.5
Cc1nn(-c2ccccc2)nc1CNC(=O)c1ncoc1-c1ccccc1 | -12 | -7 | 2 | 2 | 5 | 0.9 | i | 5 | -5 | -0.5
c1nc(NCC2(N3CCOCC3)CCCCC2)c2ccsc2n1 | 2 | -3 | -4 | -1 | -3 | 1.7 | i | 1 | -5 | -0.8
COc1ccc(OC)c(N=c2ssnc2Cl)c1 | 10 | 4 | -12 | 6 | 0 | 34 | i | 0 | -1 | -1.0
O=C(O)CCC(=O)Nc1cccc(-c2nnc(-c3ccccc3)o2)c1 | 6 | -3 | 4 | 8 | 2 | 0.1 | i | 0 | -10 | 0.1
Cc1ccccc1C1=N/C(=C/c2cccs2)C(=O)O1 | 9 | 4 | 4 | -13 | 1 | -0.4 | i | -1 | -7 | -1.6
Cc1onc(-c2c(Cl)cccc2Cl)c1C(=O)O/N=C(\C#N)c1ccccc1 | -7 | -5 | 7 | 2 | -5 | -2.0 | i | 0 | 0 | 0.0
COC(=O)[C@@]1(Cc2ccc(OC)cc2)[C@H]2c3cc(C(=O)N4CCCC4)n(Cc4ccc(S(C)(=O)=O)cc4)c3C[C@H]2CN1C(=O)c1ccccc1 | nt | -3 | nt | 0 | 4 | -0.3 | nt | nt | nt | -1.2
Fc1ccc(NCc2n[nH]c(=S)n2Cc2ccccc2)cc1 | -41 | 2 | -1 | 3 | 1 | 0.2 | i | -1 | -1 | -0.3
CCn1c(SCC(=O)Nc2ccc3c(c2)OCCO3)nnc1C1CC1 | 8 | 3 | -1 | 11 | -1 | -3.5 | i | 0 | -5 | -0.4
O=C1/C(=C/c2ccccn2)COc2ccccc21 | 12 | 7 | -4 | -21 | 1 | -0.3 | i | 0 | 6 | -0.6
O=C(/C=C/c1ccc(F)cc1)NC(=S)NNC(=O)c1cnccn1 | -21 | 1 | 3 | -3 | 2 | 0.1 | i | 3 | 69* | -1.1
CCOC(=O)c1c(S(=O)(=O)NCC(=O)Nc2ccc(F)cc2)c(C)n(C)c1C | 2 | 2 | 0 | 3 | -2 | -1.2 | i | -3 | 4 | 0.2
COc1ccc(C(=O)c2ccccc2)c2c(O)ccc(C(=O)c3ccccc3)c12 | 10 | 31* | -5 | -4 | -5 | 1.7 | i | -1 | -3 | 0.6
COCCNS(=O)(=O)c1ccc2c(c1)n(C)c(=O)n2C | 4 | 0 | 3 | -3 | 3 | -2.1 | i | 0 | -3 | -0.6
CC(C)(C)C1CCC2(CC1)SCC(=O)N2c1ccccc1 (stereo not drawn) | 8 | -4 | 1 | 4 | 3 | 3.5 | i | 0 | -6 | 0.0
COc1ccc(C(=O)Nc2ccccc2C(=O)Nc2ccc(C(=O)O)cc2)cc1 | 16 | -7 | 0 | -3 | 1 | -0.2 | i | -1 | -12 | 2.2
Cc1ccc(S(=O)(=O)N2CCOCC2)cc1NC(=O)COC(=O)COc1ccccc1[N+](=O)[O-] | 20 | -6 | 5 | -7 | 1 | 0.8 | i | -1 | -2 | 0.3
COC(=O)c1ccc(/C=N/Nc2nc3ccccc3[nH]2)cc1 | -84 | 1 | -3 | -2 | 0 | 0.3 | i | 4 | -4 | 1.8
CSc1ccc(CN2CCC(n3nccc3NC(=O)C3CCOC3)CC2)cc1 (stereo not drawn) | -1 | 1 | 0 | 2 | 1 | 0.0 | i | -4 | -7 | -0.4
O=Nc1c2cc(-c3ccccc3)[nH]nc-2c2ccccc12 | -6 | -1 | 26 | 13 | -7 | 4.9 | i | 7 | 62* | -0.8
CN(/N=C/c1cccnc1)c1cnn(-c2ccc(F)c(Cl)c2)c(=O)c1Cl | 10 | 6 | -1 | -4 | 7 | -0.2 | i | 1 | 75* | -0.4
O=C(CC1SC(=Nc2ccc(OC(F)F)cc2)N(CCN2CCOCC2)C1=O)Nc1ccccc1 (stereo not drawn) | 5 | -1 | -5 | 5 | -1 | 1.6 | i | 2 | -2 | 4.2
CCNC(=O)C1CCCN(C(=O)c2cccc3ccccc23)CC1 (stereo not drawn) | -2 | -1 | 6 | 3 | 3 | 0.1 | i | 0 | nt | -0.1
COc1cc2c(cc1O)C(CSC)Cc1cc3c(cc1N(C)CC2)OCO3 (stereo not drawn) | 0 | -5 | -7 | 2 | 2 | -0.5 | i | 0 | nt | 0.0
O=C(Nc1ccc(Cl)cn1)c1cccc(S(=O)(=O)N2CCOCC2)c1 | 0 | 1 | 0 | 3 | -1 | -0.7 | i | -2 | -5 | -0.3
C[C@H]1CN([C@@H](C)CO)C(=O)CCCn2cc(nn2)CO[C@@H]1CN(C)S(=O)(=O)c1cccc(C#N)c1 | 7 | 1 | -1 | -2 | -3 | 3.9 | i | -2 | nt | 1.1
CCc1ccc(CCC(=O)Nc2ccccc2C(=O)O)o1 | 13 | -4 | 2 | 4 | -13 | -4.6 | i | -4 | -3 | -0.6

Four compounds from above, arranged by the number in NadD block, high to low:
SMILES | MLLE-PAM2 inh | NadD block | DNMT1 block | SUMO1-SIM PPI | CSN inh | LMPTP block | Rpn11 block | STEP block | Scp1 inh | TbMetRS inhib
Fc1ccc(NCc2n[nH]c(=S)n2Cc2ccccc2)cc1 | -41 | 2 | -1 | 3 | 1 | 0.2 | i | -1 | -1 | -0.3
COCCNS(=O)(=O)c1ccc2c(c1)n(C)c(=O)n2C | 4 | 0 | 3 | -3 | 3 | -2.1 | i | 0 | -3 | -0.6
O=C(O)CCC(=O)Nc1cccc(-c2nnc(-c3ccccc3)o2)c1 | 6 | -3 | 4 | 8 | 2 | 0.1 | i | 0 | -10 | 0.1
COc1cc2c(cc1O)C(CSC)Cc1cc3c(cc1N(C)CC2)OCO3 (stereo not drawn) | 0 | -5 | -7 | 2 | 2 | -0.5 | i | 0 | nt | 0.0

Assay outcomes as filed in PubChem.

Compounds as they come, and some 3.6% of all compounds hit somewhere here.
